From PubChem BioAssay
MrgX1 PAM: positive allosteric modulators of MrgX1, primary screen, HEK293 cells, Fluo-4 calcium flux; FDSS; hits give high values; B-score at 10 µM; actives 0.63% (n = 310,000); AID 588675, 2011;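 active = plate-corrected calcium response at least 3 library SD above typical, normal starting fluorescence, not activating the receptor alone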;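 also: compound read alongside a low EC10 to EC30 dose of BAM8-22 agonist; peak minus trough fluorescence over baseline measured at the second addition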
TRPC4 potent: positive allosteric modulators of TRPC4, primary screen, cell-based, mouse TRPC4beta, HEK293 mu-opioid, Fluo-4 calcium; actives 0.42% (n = 310,000); DAMGO EC20, Fluo-4 Ca2+ flux; hits give high values; B-score at 10 µM; Short transient receptor potential channel 4 (Mus musculus), Q9QUQ5;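 active = B-score of calcium response area above 5 SD of library B-scores, with initial fluorescence ratio within 5 SD of library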;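 also: B-score of integrated fluorescence ratio over time as area under calcium response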
SKKanGAS inh: S. pyogenes SKKanGAS growth inhibitors in kanamycin, primary screen, streptokinase expression inhibitor project, SKKanGAS strain, BacTiter-Glo luminescence | 6 h | inhibition, % at 7.5 µM | actives 1.3% (n = 300,000) | AID 1662, 2009;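 active = mean replicate score, as percent of positive control median, at least 50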;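 also: strain carries kanamycin resistance gene driven by streptokinase promoter and grows in 40 µg/ml kanamycin; loss of luminescence reflects streptokinase promoter inhibition or plain growth inhibition; 0% = median of DMSO wells and 100% = positive control at its reference dose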
MrgX1 agonist: agonists of human MrgX1 receptor, primary screen, HEK293 cells, Fluo-4 calcium flux | Fluo-4 calcium fluorescence, agonist mode; hits give high values | B-score at 10 µM | actives 0.44% (n = 310,000);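 active = calcium response B-score plate-corrected fluorescence ratio at least 3 library SD, with starting fluorescence B-score inside 5 SD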
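Test system: HEK293 cells stably expressing human MrgX1 receptor; Input: fifteen thousand cells per well; Dosing: compound delivered in addition one of three; Schedule: overnight seeding, then 1 h dark dye loading; Technique: Fluo-4 NW calcium fluorescence; Measure: B-scored fluorescence response ratio; Controls: positive and negative controls per plate.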
TRPC6 inhibitor: mouse TRPC6 channel inhibitors, primary screen, cell-based, HEK293, membrane potential dye; Short transient receptor potential channel 6 (Mus musculus), Q61143; ACh-evoked depolarization; hits give low values; B-score at 10 µM; actives 1.1% (n = 310,000); AID 2553, 2010;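 active = B-score under library mean minus 3 SD, initial fluorescence not abnormally high, positive integrated signal ratio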;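 also: B-score derived from integrated fluorescence ratio over the kinetic read; more negative B-score means stronger inhibition of depolarization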
TRPC4 inh: inhibitors of mouse TRPC4 channel, primary screen, Fluo4 calcium, HEK293 TRPC4beta/mu-opioid cells | actives 0.39% (n = 300,000) | Short transient receptor potential channel 4 (Mus musculus), Q9QUQ5 | DAMGO-evoked Fluo4 calcium flux; hits give low values | B-score at 10 µM;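 active = B-score over 3 SD under the library average, no early fluorescence shift, positive overall ratio signal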
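Signal: kinetic Fluo4 fluorescence imaging of calcium influx. Material: stable TRPC4beta/mu-opioid receptor HEK293 cells. Probe or stimulus: DAMGO in two steps, submaximal then maximal.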
TRPC6 act: mouse TRPC6 channel activators, primary screen, cell-based, HEK293, membrane potential dye | Short transient receptor potential channel 6 (Mus musculus), Q61143 | AID 2550, 2010 | B-score at 10 µM | actives 0.13% (n = 310,000) | HEK293-TRPC6 membrane potential dye fluorescence; hits give high values;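 active = B-score of the integrated fluorescence ratio above library mean plus 3 SD, and starting fluorescence ratio within library mean plus 5 SD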;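 also: higher score means more depolarization so channel activation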
TRPC4 agonist: activators of mouse TRPC4 channel, primary screen, Fluo4 calcium, HEK293 TRPC4beta/mu-opioid cells. Short transient receptor potential channel 4 (Mus musculus), Q9QUQ5. Fluo4 calcium fluorescence; hits give high values. B-score at 10 µM. actives 0.49% (n = 310,000). AID 2237, 2010;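 active = B-score above 5 SD of library B-scores, and initial fluorescence ratio not above library mean plus 5 SD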;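 also: positive B-score marks a calcium rise read as TRPC4 activation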
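Material: HEK293 stable line with TRPC4beta plus mu-opioid receptor; technique: Fluo4 calcium-sensitive dye fluorescence, kinetic, 1 Hz baseline; timing: Fluo4 dye loading 45 min at room temperature, 110 s recording; controls: assay buffer as low control, maximal DAMGO as high control; read-out: integrated baseline-normalised fluorescence ratio, converted to per-well B score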
ANO1 block: TMEM16A chloride channel inhibitors, primary screen, cell-based, HTS. actives 1.2% (n = 310,000). HEK293 TMEM16A/YFP iodide influx fluorescence, ionomycin. normalized B-score (activity score, 25-100; higher = stronger inhibition) at 10 µM. AID 588511, 2011;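 active = ratio plate-corrected score three or more library SD toward inhibition, starting fluorescence score within five deviations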;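 also: score derived from kinetic fluorescence span divided by baseline fluorescence per well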
Target sequence (Q8BHY3 whole entry, looked up): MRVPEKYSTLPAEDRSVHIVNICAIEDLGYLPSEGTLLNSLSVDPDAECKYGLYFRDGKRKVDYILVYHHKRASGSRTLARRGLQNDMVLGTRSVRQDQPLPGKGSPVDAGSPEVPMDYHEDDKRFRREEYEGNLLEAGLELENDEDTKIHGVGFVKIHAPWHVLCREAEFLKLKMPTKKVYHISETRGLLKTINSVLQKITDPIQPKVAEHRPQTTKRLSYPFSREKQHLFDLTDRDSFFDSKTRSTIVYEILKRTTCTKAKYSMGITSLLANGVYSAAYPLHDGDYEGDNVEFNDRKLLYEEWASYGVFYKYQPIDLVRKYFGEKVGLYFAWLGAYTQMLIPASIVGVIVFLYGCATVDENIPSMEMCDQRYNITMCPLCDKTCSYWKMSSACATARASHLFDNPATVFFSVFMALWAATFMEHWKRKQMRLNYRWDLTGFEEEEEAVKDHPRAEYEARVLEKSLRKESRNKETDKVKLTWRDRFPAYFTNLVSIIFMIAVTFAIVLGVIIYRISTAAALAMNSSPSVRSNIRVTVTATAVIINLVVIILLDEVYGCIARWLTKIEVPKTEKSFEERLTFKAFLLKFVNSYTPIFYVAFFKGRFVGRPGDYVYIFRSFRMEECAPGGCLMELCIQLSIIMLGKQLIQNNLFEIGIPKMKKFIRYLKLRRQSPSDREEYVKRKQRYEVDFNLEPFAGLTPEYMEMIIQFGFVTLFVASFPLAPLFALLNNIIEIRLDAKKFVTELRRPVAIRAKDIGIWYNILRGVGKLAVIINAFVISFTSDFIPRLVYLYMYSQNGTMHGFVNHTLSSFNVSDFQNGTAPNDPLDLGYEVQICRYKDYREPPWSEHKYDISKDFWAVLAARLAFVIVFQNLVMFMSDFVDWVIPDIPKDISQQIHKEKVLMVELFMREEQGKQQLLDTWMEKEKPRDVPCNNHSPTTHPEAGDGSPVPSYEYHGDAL
MrgX1 antagonist: antagonists of human MrgX1 receptor, primary screen, HEK293 cells, Fluo-4 calcium flux | actives 1.3% (n = 310,000) | BAM8-22 antagonism; hits give low values | Mas-related G-protein coupled receptor member X1 (Homo sapiens), Q96LB2 | B-score at 10 µM;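 active = calcium-response B-score plate-corrected more than 3 library SD below zero, starting fluorescence within 5 deviations, no agonist response on first addition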;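 also: peak minus trough fluorescence over baseline after final BAM8-22 challenge near maximal dose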
TMEM16A act: TMEM16A chloride channel activators or potentiators, primary screen, cell-based, HTS; HEK293 TMEM16A/YFP-H148Q/I152L, iodide quench fluorescence; hits give low values; Anoctamin-1 (Mus musculus), Q8BHY3; actives 0.3% (n = 340,000); B-score at 10 µM; AID 623877, 2012;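 active = fluorescence-ratio B-score plate-corrected deviation score at least 3 library SD below zero, with starting fluorescence score within 5 deviations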;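 also: channel opened by trigger with iodide after compound preincubation; score built on the fluorescence ratio of max minus min over baseline; more negative score means more quench and so TMEM16A activation or potentiation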
Starred values were filed as active, the others as inactive; i = inactive; . = not tested or not shown. Outcome played no part in choosing rows (roughly 6.7% active in at least one column).

structure	TRPC6 inhibitor	TRPC4 agonist	ANO1 block	MrgX1 agonist	MrgX1 PAM	TRPC6 act	MrgX1 antagonist	TMEM16A act	TRPC4 inh	TRPC4 potent	SKKanGAS inh
COc1ccc(CNC(=O)CCN2C(=O)c3ccncc3C2=O)cc1OC	i	i	i	i	27*	i	i	i	i	i	0
COc1ccc(SCCc2ccncc2)cc1	i	i	i	i	i	i	i	i	i	i	0
N#Cc1nc(-c2ccccc2Cl)oc1N1CCCCC1	i	i	25*	i	i	i	i	i	i	i	2
CC(C)=CCN1CCN(Cc2ccc(C#CC(C)(C)O)cc2)CC1CCO (centres undefined)	i	i	i	i	i	i	i	i	i	i	1
CCOc1ccccc1N(CC)C(=O)c1nn(C)c2c1CSc1ccccc1-2	i	i	i	i	i	i	i	i	-6*	i	-1
CC(=O)N1CCc2cc(S(=O)(=O)NCCC(=O)Nc3cccc(C)c3C)ccc21	i	i	i	i	i	i	i	i	i	i	-3
COCCCNC(=O)c1cc(C(=O)Cc2ccccc2)c[nH]1	i	i	i	i	i	i	i	i	i	i	6
O=Cc1c[nH]c2ccc(C(=O)c3ccccc3)cc12	i	i	i	i	i	i	i	i	i	i	5
COc1ccccc1CNC(=O)C(NC(=O)c1ccccc1)C(C)C (centres undefined)	i	i	i	i	i	i	i	i	i	i	0
COc1cccc(-c2onc3ccc(C(=O)/C=C/N(C)C)cc23)c1	i	i	i	i	i	i	i	i	i	i	8
C[N+]1(CCCOC(=O)C2(c3ccccc3)CCCC2)CCOCC1	-5.4*	i	i	i	i	i	i	i	i	i	4
CCc1cc(C(=O)NNC(=O)CCN2CCN(c3ccccc3)CC2)sc1C	i	i	i	i	i	i	i	i	i	i	-3
COc1ccccc1N1C(=O)c2cccc3c(N(C)CCO)ccc(c23)C1=O	i	i	i	i	i	i	i	i	i	i	2
CCOC(=O)c1c(C)[nH]c2cc(Br)c(O)cc12	i	i	i	i	i	i	-7.4*	i	i	i	-4
COc1ccccc1NS(=O)(=O)c1cc(NC(=O)CN2C(=O)NC3(CCCC3)C2=O)ccc1C	i	i	i	i	i	i	i	i	i	i	-12
OCC[C@@H]1C[C@@H](O)[C@H](O)[C@]2(CCCO2)O1	i	i	i	i	i	i	i	i	i	i	-3
C=CCn1c(COc2cccc(C)c2)nnc1SCC(=O)c1c[nH]c2c(CC)cccc12	i	i	i	i	i	i	i	i	i	i	-3
Cc1ccc(CN2CCCCC2C(=O)Nc2ccc(Oc3cccnc3)cc2)o1 (centres undefined)	i	i	i	i	i	i	i	i	i	i	45
Cc1c(C)c(C)c2[nH]c(-c3ccc4c(c3)OCO4)nc2c1C	i	i	i	i	i	i	i	i	i	i	-3
CCC(C(=O)O)n1cnc2scc(-c3ccc(C)c(C)c3)c2c1=O (centres undefined)	i	i	i	i	i	i	i	i	i	i	-2
CC(C)(C)OC(=O)Cn1c(=O)cnc2ccccc21	i	i	i	i	i	i	i	i	i	i	-4
O=C(Nc1ccccc1)N1N=C(c2ccc(F)cc2)CC1c1ccc(F)cc1 (centres undefined)	i	i	i	i	i	i	i	i	i	i	34
CCN(CC(=O)Nc1ccc(NC(C)=O)cc1)C(=O)/C=C/c1ccc2c(c1)OCO2	i	i	i	i	i	i	i	i	i	i	-2
CC1=NN(c2ccccc2)C(=O)/C1=C/c1c(O)n(-c2ccc(F)c(Cl)c2)[nH]c1=O	i	i	i	i	i	i	i	.	-8*	i	72*
Cc1nn(C(C)(C)C)c(OC(=O)C2CCCC2)c1S(=O)(=O)c1ccccc1	i	i	.	.	.	i	.	i	i	i	2
Cc1ccc(S(=O)(=O)NCC(C)n2cncn2)cc1 (centres undefined)	i	i	i	i	i	i	i	i	i	i	4
O=C(Nc1ccccc1Cl)c1cccc(NC(=O)C2C3CC4OC(=O)C2C4C3)c1 (centres undefined)	i	i	i	i	i	i	i	i	i	i	0
Cc1ccc(N(CC(=O)NCc2ccc(F)cc2)C(=O)c2csnn2)c(C)c1	i	i	i	i	i	i	i	i	i	i	14
Cc1cccnc1NC(=S)NC(=O)/C=C/c1ccccc1	i	i	i	i	i	i	i	i	i	i	7
O=C(Nc1ccccc1)Nc1nncs1	i	i	i	i	i	i	i	i	i	i	1
Cn1cccc1CC(=O)N/N=C/C=C/c1ccccc1	i	i	i	i	i	i	i	i	i	i	0
COc1ccc(Br)cc1CN(C)C(=O)c1cnc(C)cn1	i	i	i	i	i	i	i	i	i	i	0
COc1ccc2c3n(nc2c1)CCN=C3c1ccc(Cl)cc1	.	.	i	i	i	.	i	i	.	.	.
O=C(O)CSCC(=O)N1CCN(Cc2ccc3c(c2)OCO3)CC1	i	i	i	i	i	i	i	i	i	i	0
O=C(NCCc1ccccc1)c1c[nH]c2c(F)cccc2c1=O	i	i	i	i	i	i	i	i	i	i	-7
COc1ccc(NC(=O)c2cc(-c3ccco3)on2)c(OC)c1	i	i	i	i	i	i	i	i	i	i	-4
CC(C)C(=O)Nc1ccc(O)c(-c2csc(N)n2)c1	i	i	i	i	i	i	i	i	i	i	-3
Cc1cc(C(=O)NCCc2ccc(Cl)cc2)c2ccccc2n1	i	i	i	i	i	i	i	i	i	i	0
NC(=O)C1CCN(C(=O)COc2ccc(S(=O)(=O)NC3CCCC3)cc2)CC1	i	i	i	i	i	i	i	i	i	i	-5
CCOc1ccccc1NC(=O)CS(=O)(=O)c1cn(CC(=O)N2CCOCC2)c2ccccc12	i	i	i	i	i	i	i	i	i	i	-3
c1ccc(CSc2nnc(-c3ccncc3)o2)cc1	i	i	i	i	i	i	i	i	i	i	8
Cc1ccc(NC(=O)CS(=O)CC(=O)NCC2CCCO2)cc1 (centres undefined)	i	i	i	i	i	i	i	i	i	i	-6
CCSc1nnc(NC(=O)CSc2nccn2-c2cc(C)cc(C)c2)s1	i	i	i	i	i	i	i	.	i	i	-4
Cc1nn(C)c(C)c1NC(=O)c1ccccc1NC(=O)Nc1ccccc1	i	i	i	i	i	i	i	i	i	i	-1
COC(=O)c1cccc(NC(=O)NC2CCCN2S(=O)(=O)c2ccc(Cl)cc2)c1 (centres undefined)	i	i	.	.	.	i	.	i	i	i	2
c1ccc(CCNCC2COc3ccccc3O2)cc1 (centres undefined)	i	i	i	i	i	i	i	i	i	i	-3
CC(C)[C@H]1C=C(C(=O)O)O[C@@H](OCCCCO)C1	i	i	i	i	i	i	i	i	i	i	-2
O=C(Nc1nc2ccccc2s1)C1CC(=O)N(c2ccccc2)C1 (centres undefined)	i	i	i	i	i	i	i	i	i	i	-6
C#Cc1ccc([C@@H]2C=C(C(=O)N3CCN(Cc4ccccc4)CC3)O[C@H](OCCCCO)C2)cc1	i	i	i	i	i	i	i	i	i	i	7
Cc1oc(-c2cccc(Cl)c2)nc1CN(C)C1CCOC1 (centres undefined)	i	i	i	i	i	i	i	i	i	i	-3

New compounds follow
structure	TRPC6 inhibitor	TRPC4 agonist	ANO1 block	MrgX1 agonist	MrgX1 PAM	TRPC6 act	MrgX1 antagonist	TMEM16A act	TRPC4 inh	TRPC4 potent	SKKanGAS inh
COc1ccc(NC(=O)Cn2cnc3c(nnn3-c3ccc(C)cc3)c2=O)cc1	i	i	i	i	i	i	i	.	i	i	0
Cc1c(Cl)cccc1NC(=O)CCS(=O)(=O)c1cccc2nonc12	i	i	i	i	i	i	i	i	i	i	-3
Cc1ccc(C)c(NC(=O)CSc2nnc(C)c(=O)n2N)c1	i	i	i	i	i	i	i	i	i	i	2
COc1ccccc1-n1ccnc1SCC(=O)NC(C)(C)C	i	i	i	i	i	i	i	i	i	i	1
O=[N+]([O-])c1cccc(S(=O)(=O)NCCc2cn3ccccc3n2)c1	i	i	i	i	i	i	i	i	i	i	8
O=C(O)c1cc2ncc(-c3[nH]ncc3[N+](=O)[O-])cn2n1	i	i	i	i	i	i	i	i	i	i	-2
Cc1ccc(S(=O)(=O)Nc2nc3ccccc3nc2N2CCc3ccccc3C2)cc1	i	i	i	i	i	i	i	i	i	i	13
C=CCN1C(=O)c2ccc(C(=O)N(C)CC(=O)Nc3ccc(Br)cc3C)cc2C1=O	i	i	i	i	i	i	i	i	i	i	4
CCOC(=O)C1(CC2CCCCO2)CCN(S(=O)(=O)c2ccsc2)CC1 (centres undefined)	i	i	i	i	i	i	i	i	i	i	-4
O=C(CN1CCN(c2cccc(Cl)c2)CC1)NC1CCCc2ccccc21 (centres undefined)	i	i	i	i	i	i	i	i	i	i	7
O=C(O)c1ccc(N/N=C/c2ccc(F)c(F)c2)cc1	i	i	i	i	i	i	i	i	i	i	9
Cc1ccc(CNC(=O)C(Cc2ccccc2)NS(=O)(=O)c2ccc(Br)s2)cc1 (centres undefined)	i	i	i	i	i	i	i	i	i	i	13
